Compound activity from PubChem.
ERK EGF block – inhibitors of EGF-stimulated ERK signaling pathway. HEK293-V1b, EGF-stimulated phospho-ERK AlphaScreen. 0.41% of 130,000 active. Potency, µM (doses to about 11.5 µM), for the others: top-dose activity change, negative = inhibition, hits mostly inhibitors; active = well fitted inhibition curve with a large enough effect; inconclusive = small, poorly fitted or top-dose-only effect, or effect the other way;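 also: plate controls were stimulated vehicle wells for no effect and unstimulated vehicle basal for full effect; nearly all actives have a fitted effect of over 55% in size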
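In this qHTS, HEK293 cells with stable type-1 vasopressin (V1b) receptor were exposed to compound at 37C for 30 min, stimulated 5 min with EGF at 25 nM, lysed, and probed for phospho-ERK by AlphaScreen.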
* hit, by the source's call; ? = inconclusive; [ ] = dose if it differs, or a comment. Potency is read from the fitted curve at half-maximal effect. The list is partial; rates above refer to the full screens.

SMILES | ERK EGF block
COc1ccc(-c2cc(-c3nnc(COC(=O)c4ccncc4)o3)c3ccccc3n2)cc1OC | 10%
CCO[C@H]1OC(C(=O)Nc2ccccc2)=C[C@@H](c2cn(C(C)=O)c3ccccc23)[C@@H]1CCCO | -11%[57.5 µM]
Cc1ccc2c(c1)N(CC(=O)OCC(=O)NCc1ccccc1)C(=O)CO2 | -1%
Cc1cc(NCc2ccc3c(c2)OCO3)n2nc(C)nc2n1 | 5%
Cc1nn2c(NCCN3CCOCC3)c3c(nc2c1-c1ccccc1)CCCC3 | -19%[57.5 µM]
CC(C)OP(=O)(Nc1cccc2ccccc12)OC(C)C | 6%
COc1ccc(CCNC(=S)N2CCC(Cc3ccccc3)CC2)cc1OC | -9%
CCS(=O)(=O)c1ccc2oc(SCC(=O)Nc3ccc(OC)cc3)nc2c1 | -3%
CCN(CC)CCCOC(=O)C(c1ccccc1)c1ccccc1 | -6%[57.5 µM]
O=C(CC1CCCCC1)Nc1ccccc1-c1ccccc1 | 3%
CC1CCN(CC(=O)Nc2cccc(C(=O)Nc3cccc(C(F)(F)F)c3)c2)CC1 | 1%
CC(=O)c1ccc(Nc2cc(C)nc3ccc(C)cc23)cc1 | 1%
COc1cc(/C=C/c2cc(C(=O)O)c3ccccc3n2)ccc1OC(F)F | 16%[57.5 µM]
Cc1ccc(S(=O)(=O)N/N=C/c2ccc3nccnc3c2)cc1 | 5%[57.5 µM]
O=C(CCSCc1cccc(Cl)c1)NCCc1ccccc1 | 11%
CC(=O)NC1(C(F)(F)F)C(=O)Nc2c1c(=O)[nH]c(=O)n2CCc1ccccc1 (stereo unspecified) | 1%[57.5 µM]
Cc1nc2c3ccccc3nc(NNC(=O)CCC(=O)NCCC(C)C)n2n1 | 10%
CN1CCN(NC(=O)c2cn(-c3ccccc3)nc2-c2cccs2)CC1 | -10%
COC(=O)c1nnn(-c2nonc2N)c1COc1ccc(C=O)cc1OC | -3%
CC(C)(C)c1ccc(NC(=O)COC(=O)CCc2nc3ccccc3c(=O)[nH]2)cc1 | 7%
CON(C)c1nc(OCC#N)nc(N(C)C)n1 | 4%
Cc1ccnc2nc(C(=O)OCC(=O)N3CCc4ccccc43)nn12 | -5%
Cc1cccn2c(=O)c3cc(C(=O)N4COCC4(C)C)sc3nc12 | -2%
Cc1ccc(NC(=O)N2CCCC2C(=O)NCC2CCCO2)cc1 (stereo unspecified) | -4%
CCCCn1c(SCC(=O)NCc2ccco2)nc2c1c(=O)n(C)c(=O)n2C | 3%
Cc1ccc(C(=O)NN2C(=O)C3C4c5ccccc5C(c5ccccc54)C3C2=O)cc1 (stereo unspecified) | -5%
COc1ccc(OC)c(C(Nc2ccccc2)P(=O)(OC(C)C)OC(C)C)c1 (stereo unspecified) | 4%[57.5 µM]
CCOc1ccc(CCNC(=O)c2oc3c(c2C)-c2[nH]ncc2CC3)cc1OCC | -13%
CC(C)COC(=O)NC1c2ccccc2Oc2ccccc21 | -8%[57.5 µM]
COc1ccc(C(CNC(=O)c2ccc(S(=O)(=O)N(C)C)cc2)N(C)C)cc1 (stereo unspecified) | -4%
COc1ccc(NC(=O)/C(C#N)=C\c2ccc(OCc3ccc(C(=O)O)cc3)c(OC)c2)cc1 | -9%
Cc1nn(CC2CC2)c(=O)n1-c1ccccc1F | -2%
Cc1ccnc(NC(=O)c2cccc([N+](=O)[O-])c2C)c1 | -12%
CCOC(=O)c1sc(-c2ccc(C(F)(F)F)cc2)nc1O | 15%[57.5 µM]
Cc1ccc(Oc2ccc(C=O)cn2)cc1 | 0%
CC(C)(C)C1CCc2c(sc(NC(=O)c3ccncc3)c2C(N)=O)C1 (stereo unspecified) | 9%
O=C(Nc1nnc(C2=COCCO2)o1)c1ccc(Cc2ccccc2)cc1 | -6%
CCn1c(CC(=O)Nc2ccccc2)nnc1SCc1nc2ccccc2c(=O)[nH]1 | -5%[57.5 µM]
CCOC(=O)/C=c1\s/c(=C\c2ccccc2C)c(=O)n1CC(=O)NCc1ccc2c(c1)OCO2 | -4%
Cc1ccc(C(CC(=O)NCc2ccco2)c2ccc(OC(C)C)cc2)cc1 (stereo unspecified) | -18%[57.5 µM]
O=C(Nc1ncc(S(=O)(=O)c2ccc([N+](=O)[O-])cc2)s1)c1ccc2ccccc2c1 | -34%
O=C(CN1C(=O)NC(Cc2c[nH]c3ccccc23)C1=O)Nc1cccc(S(=O)(=O)N2CCCCCC2)c1 (stereo unspecified) | -1%
COc1ccc(NC(=S)NCCCN2CCN(C3CCCCC3)CC2)cc1 | -2%
O=C(c1cnccn1)N1CCC2(CCCN(c3ncccn3)C2)CC1 | 7%
Cc1cc(-c2n[nH]c(=S)n2-c2ccccc2C)cs1 | 0%
Cc1ccc(C(=O)O/N=C/c2ccc3c(c2)OCO3)cc1 | 1%
CC(C)CC(=O)NC(=S)Nc1ccc(S(=O)(=O)N2CCN(C)CC2)cc1 | 10%
CCOc1ccc(NS(=O)(=O)c2cc(NC(=O)CCC(=O)c3cccs3)ccc2Cl)cc1 | -5%
COc1ccccc1CNC(=O)C(=O)NCC1OCCN1S(=O)(=O)c1cccs1 (stereo unspecified) | -12%[57.5 µM]
O=C(Nc1ccc(F)cc1)Nc1nnc(-c2ccccc2)o1 | -3%
CCOc1ccc2nc(/N=C/c3nc(-c4ccccc4)oc3O)sc2c1 | -2%
O=C(NCc1ccc(F)cc1)c1ccc(CS(=O)(=O)c2ccc(Br)cc2)o1 | -1%[57.5 µM]
O=S(=O)(Nc1ncnc2sc3c(c12)CCC3)c1cc(F)ccc1F | -12%[57.5 µM]
Cc1cc([N+](=O)[O-])nn1CCCC(=O)Nc1sc2c(c1C(N)=O)CCCC2 | 19%
N#CCC(=O)NNC(=S)Nc1ccccc1C(F)(F)F | 5%
O=C(COc1ccc([N+](=O)[O-])cc1)NNC(=S)NC(=O)c1ccc(Br)cc1 | 7%
CCc1ccc(C(=O)/C=C2\Sc3ccccc3NC2=O)cc1 | 2%
C=CCn1c(SCc2n[nH]c(=S)n2-c2ccccc2)nnc1-c1ccccc1 | 11%[57.5 µM]
Cn1c(SCCC#N)nnc1-c1ccccc1F | 6%
COc1ccc(/C=N/NC(=O)c2[nH]c3ccc(Br)cc3c2-c2ccccc2)c(C(=O)O)c1OC | 8%[57.5 µM]
(next part)
SMILES | ERK EGF block
O=C1CC(c2ccccc2)CC(=O)C1Sc1ccc(Cl)cc1 (stereo unspecified) | 9%
COc1ccc(CCC(=O)NCCCNC(=O)CCc2ccc(OC)cc2)cc1 | -1%
CCOC(=O)C(C)Sc1nc2c(cnn2-c2ccc(C)cc2)c(=O)[nH]1 (stereo unspecified) | 9%
COc1ccc(CC(=O)N2CCC(Nc3nc4ccccc4n3Cc3ccc(F)cc3)CC2)cc1 | 4%
CCC(CC)C(=O)N1N=C(c2ccc(NS(C)(=O)=O)cc2)CC1c1ccc(C)cc1 (stereo unspecified) | 10%[57.5 µM]
O=C(NCC1CCCO1)C(c1ccc(F)cc1)N(Cc1ccc2c(c1)OCO2)C(=O)c1ccc(CN2CCOCC2)o1 (stereo unspecified) | 2%
CCCCC(=O)Nc1ncc([N+](=O)[O-])s1 | -3%
COc1cccc(CNC(=O)CCC2CCCN(C(=O)CCn3cncn3)C2)c1 (stereo unspecified) | -5%
CCN(CC)c1ccc(/C=N/NC(=O)OC(C)(C)C)cc1 | -6%[57.5 µM]
O=C(COC(=O)c1cc(=O)[nH]c2ccccc12)Nc1cccc(S(=O)(=O)N2CCOCC2)c1 | 3%[57.5 µM]
C=CCN1c2ccccc2[C@]23C[C@@H](C(=O)OC)N(C(=O)CC(C)C)C2=NC(C(=O)OC)=C(C(=O)OC)[C@H]13 | -10%[57.5 µM]
CC12CCCc3c(O)cc(=O)n(c31)-c1ccccc12 (stereo unspecified) | 7%
C=CCc1c(C)nc(-c2ccccc2)nc1Nc1ccc(O)cc1 | -16%
CCN(CC)CCNC(=O)c1cccc(NC(=O)C(=O)c2cc(Br)ccc2NC(C)=O)c1 | 6%
O=C(c1ccc(Br)cc1)N1CCCC(c2nc(-c3cccs3)no2)C1 (stereo unspecified) | -1%
COc1ccc2c(c1)n([O-])c1c([n+]2=O)CCC1 | -1%[57.5 µM]
O=C(O)/C(=C/c1cccnc1)NC(=O)c1ccccc1 | 1%
C/C(N)=C(/C#N)C(=O)CSc1nc2scc(-c3ccccc3)c2c(=O)n1C | -10%
CCOC(=O)c1cc(-c2ccc(N3CCOCC3)cc2)nn1-c1ccccc1 | -10%
Cc1cc(C)c2c3c(sc2n1)C(=O)N(c1ccccc1)CC(=O)N3 | 3%[57.5 µM]
CC(OC(=O)c1ccc(F)cc1)C(=O)Nc1nc(-c2cccc([N+](=O)[O-])c2)cs1 (stereo unspecified) | 7%
O=C1NC(c2ccc(Br)cc2)=N/C1=C/c1ccco1 | 2%
O=C(NCc1cccnc1)C(=O)NCC1OCCN1S(=O)(=O)c1cc(F)ccc1F (stereo unspecified) | 10%[57.5 µM]
COc1ccc(CCNC(=O)[C@@H](NC(N)=O)C(C)C)cc1 | -1%
Cn1ccnc1SCCNC(=O)CCc1nnc(CCc2ccccc2)o1 | 0%
CN1/C(=C\C(=O)C[n+]2ccc3ccccc3c2)C(C)(C)c2ccccc21 | -11%
CCCCCCCc1ccc(C2NC(=S)NC3=C2C(=O)c2ccccc23)cc1 (stereo unspecified) | -3%[57.5 µM]
Cc1ccc(-c2c[n+](CC(=O)Nc3nc(-c4ccc(F)cc4)cs3)c3n2CCC3)cc1 | 8%
CC1S/C(=N/N=C2CCCCC2)NC1=O (stereo unspecified) | 2%
COC(=O)C1(C)C=C(Nc2ccc(OC)cc2)C(=O)N1c1ccc(OC)cc1 (stereo unspecified) | 0%
Cc1ccc2[nH]c(=O)c(CN(CC3CCCO3)C(=S)NCc3ccco3)cc2c1 (stereo unspecified) | -4%
CCOc1cccc2sc(N(CCN(CC)CC)C(=O)c3ccc(S(=O)(=O)N4CCCCC4)cc3)nc12 | 1%
Cc1nc(CSc2ccccc2)cc(=O)[nH]1 | -34%
Cc1ccc(Oc2nc(CN3CCOCC3)nc3sc4c(c23)CCC(C)C4)cc1 (stereo unspecified) | 2%
COCCc1nnc(NC(=O)C(C)C)s1 | -14%[57.5 µM]
O=C(NCc1ccccc1)C1=C[C@H](C2CC2)C[C@H](OCCCCO)O1 | -6%[57.5 µM]
CCOC(=O)NC(NCc1cccc(C(F)(F)F)c1)(C(F)(F)F)C(F)(F)F | 1%
CCc1cccc(CC)c1NC(=O)COC(=O)c1ccccc1-c1nc2ccccc2s1 | 2%
CN1CCN(S(=O)(=O)c2cccc(C(=O)Nc3nccs3)c2)CC1 | 9%[57.5 µM]
Cn1c(SCC(=O)NNC(=O)c2ccc(Br)cc2)nnc1-c1cccnc1 | -7%
Cc1cc(=O)oc2c3c4c(cc12)OCCN4CCC3 | -6%
O=[N+]([O-])c1ccc2c(c1)S(=O)c1ccccc1-2 (stereo unspecified) | -1%[57.5 µM]
O=C(O)C1C2C=CC(C2)C1C(=O)NCc1cccnc1 (stereo unspecified) | -7%
Cc1ccccc1CNC1CCCCC1 | 7%
COC(=O)c1nc(NC(=O)c2ccc(F)cc2)n[nH]1 | -3%
Cc1cc(C)c(C(=O)CSc2nc3ccccc3c(=O)[nH]2)cc1C | -7%
O=C(NCCCl)NNC(=O)c1cc2ccccc2cc1O | ?
CCOc1ccc(C(=O)c2nc3c(n2O)CCCCC3)cc1 | 3%
O=C1CCC(=O)N1CC1CC2CCC1C2 (stereo unspecified) | 5%[57.5 µM]
COc1ccc(NC(=O)N2CCCc3cccc(C)c32)cc1 | 1%[57.5 µM]
C/C(=C\C(=O)c1ccc(Cl)cc1Cl)N(C)C | -13%
COc1ccccc1/C=C\C(=O)NCC(=O)N/N=C(\C)Cc1ccccc1 | -11%[57.5 µM]
CC(=O)Nc1ccccc1OCCOc1ccc(Br)cc1 | 14%
CCOc1ccc2nc(SCC(=O)Nc3ccc(S(=O)(=O)N4CCCC4)cc3)c(C)cc2c1 | 3%[57.5 µM]
COC(=O)Nc1ccc(S(=O)(=O)N2CCC(C(=O)NC3CCCCC3)CC2)cc1 | -1%
Cc1ccc(NC(=O)C2(c3ccccc3)CCOCC2)c([N+](=O)[O-])c1 | -2%
CCC(=O)NC(=S)Nc1ccc(NC(=S)NC(=O)c2ccccc2)cc1 | -9%
O=C(Cc1ccccc1)NCC(=O)OC(c1ccccc1)c1ccccc1 | -6%[57.5 µM]
Cc1onc(-c2c(F)cccc2Cl)c1C(=O)Nc1nccs1 | -3%

Structures shown so far that have a thiophene ring, fused or not:
SMILES | ERK EGF block
CN1CCN(NC(=O)c2cn(-c3ccccc3)nc2-c2cccs2)CC1 | -10%
Cc1cccn2c(=O)c3cc(C(=O)N4COCC4(C)C)sc3nc12 | -2%
CC(C)(C)C1CCc2c(sc(NC(=O)c3ccncc3)c2C(N)=O)C1 (stereo unspecified) | 9%
Cc1cc(-c2n[nH]c(=S)n2-c2ccccc2C)cs1 | 0%
CCOc1ccc(NS(=O)(=O)c2cc(NC(=O)CCC(=O)c3cccs3)ccc2Cl)cc1 | -5%
COc1ccccc1CNC(=O)C(=O)NCC1OCCN1S(=O)(=O)c1cccs1 (stereo unspecified) | -12%[57.5 µM]
O=S(=O)(Nc1ncnc2sc3c(c12)CCC3)c1cc(F)ccc1F | -12%[57.5 µM]
Cc1cc([N+](=O)[O-])nn1CCCC(=O)Nc1sc2c(c1C(N)=O)CCCC2 | 19%
O=C(c1ccc(Br)cc1)N1CCCC(c2nc(-c3cccs3)no2)C1 (stereo unspecified) | -1%
C/C(N)=C(/C#N)C(=O)CSc1nc2scc(-c3ccccc3)c2c(=O)n1C | -10%
Cc1cc(C)c2c3c(sc2n1)C(=O)N(c1ccccc1)CC(=O)N3 | 3%[57.5 µM]
Cc1ccc(Oc2nc(CN3CCOCC3)nc3sc4c(c23)CCC(C)C4)cc1 (stereo unspecified) | 2%
